# uPA surface inh = inhibitors of cell surface uPA generation; cell surface uPA generation assay, qHTS; 330,000 compounds, 0.31% hits; Potency, µM (series often up to 38.3 µM), for the others: at the highest dose activity change, negative = inhibition, actives largely listed as inhibitors; active = well fitted inhibition curve with a large enough effect; inconclusive = small, poorly fitted or top-dose-only effect; inactive = no such curve, though single readings can be large or run the other way; tested in mouse RAW 264.7 cells; note: % is set by controls: 0 for no effect and ±100 for the full control effect; nearly all actives have a fitted effect of over 55% in size
# ELG1 genotoxic = inducers of genotoxicity in HEK293T ELG1-luciferase cells | HEK293T ELG1-luciferase reporter, luminescence, 16 h | Potency, µM (highest dose often 46 µM), without a hit: at the top dose activity change, positive = activation, hits mostly activators | 330,000 compounds, 1.3% hits; note: % of control where 0% means no effect; nearly all actives have a fitted effect of over 60% in size
#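 Quantitative HTS format in 1536-well plates. HEK293T ELG1-luciferase reporter cells receive test compound and are incubated 16 hr at 37 °C, 5% CO2; ONE-Glo added, 30 min room temperature, then luminescence read.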
# p53 reactivation = mutant p53 re-activation in reporter cells. Potency, µM (titrated, usually from 92.2 µM), without a hit: top-dose activity change, positive = activation, usual class: activators. 320,000 compounds, 0.063% hits. H1299 p53-A138V BP100-luciferase reporter, luminescence, 24 h; note: % of control where 0% means no effect; nearly all actives have a fitted effect of over 45% in size
#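 H1299 (p53-null), stable ts p53-A138V + BP100-Luc; 1000 cells/well, Opti-MEM/10% FBS; cpd 4 pt, 1:5; 24 h, 37 deg C, 5% CO2; detection reagent 10 min RT; luminescence.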
# CXXC DNA block = blocks binding of human MLL CXXC domain to DNA | MLL-CXXC / FITC-HOXA9 DNA fluorescence polarization | Q03164 | 290,000 compounds, 0.037% hits | Potency, µM (highest dose often 115 µM), inactives show at the top dose activity change, negative = inhibition, actives largely listed as inhibitors; active = well fitted inhibition curve with a large enough effect in the polarisation, with a control signal flat, not every such curve was filed as active; inconclusive = small, poorly fitted or top-dose-only effect, or effect the other way, or a change in a side signal; inactive = no such curve, though single readings can be large or run the other way; the % refers to the polarisation
#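 Purified MLL-CXXC (added from a 7 uM solution) was preincubated 5 min at ambient with pinned compounds in 50 mM Tris-HCl pH 7.5, 50 mM NaCl, 1 mM DTT, 0.05% BSA. Fluorescein-labeled HOX-A9 DNA (50 nM solution) followed, 30 min, then polarization read.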
# VP16 counter = counter-screen for ROR gamma inhibitors: Gal4-VP16 reporter | 310,000 compounds, 3.5% hits | Drosophila S2 Gal4-VP16 UAS-luciferase, luminescence, 20 h | AID 2546 | Potency, µM (series often up to 53.6 µM), for the others: top-dose activity, negative = inhibition, hits mostly inhibitors;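 note: Gal4-VP16 expression switched on by copper sulfate through the metallothionein promoter; % is set by controls: 0 for no effect and ±100 for the full control effect; nearly all actives have a fitted effect of over 50% in size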
# BRCA1 expr act = BRCA1 expression activation | MCF7-BRCA1-FFLuc reporter, luminescence, 48 h; response scale: scaled: vehicle 0%, 10 µM genistein 100% | Potency, µM (highest dose often 46.1 µM), inactives show at the highest dose activation, actives largely listed as activators | 380,000 compounds, 1.1% hits | AID 624202; note: nearly all actives have a fitted effect of over 80% in size; some results filed as inactive show a strong effect at the top dose
#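 Reporter cells (MCF7, BRCA1 promoter-firefly luciferase) received library compounds across a concentration series for 48 h. End-point luminescence was measured and concentration-effect curves derived after normalization.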
# MBNL1 CUG block = MBNL1-poly(CUG) RNA binding inhibition | TR-FRET MBNL1-His/biotin-(CUG)12 binding, 665/545 ratio | Potency, µM (top dose mostly 57.5 µM), without a hit: at the top dose activity change, negative = inhibition, hits mostly inhibitors | 280,000 compounds, 0.036% hits; active = well fitted inhibition curve with a large enough effect in the signal ratio, with a control signal flat, not every such curve was filed as active; inconclusive = small, poorly fitted or top-dose-only effect, or effect the other way, or a change in a side signal; inactive = no such curve, though single readings can be large or run the other way; the % refers to the signal ratio; note: % is set by controls: 0 for no effect and ±100 for the full control effect
#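 Compounds (final 92 nM to 58 uM) are added to His-tagged MBNL1 and biotin-(CUG)12, then terbium anti-His antibody and streptavidin-XL665 (5 nM final). After 60 min at room temperature, the 665/545 nm ratio is read.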
# NPC1 prom act = activators of NPC1 promoter. Huh7 NPC1 promoter luciferase reporter, 24 h. Potency, µM (series often up to 9.22 µM), for the others: at the highest dose activation, most hits filed as activators. 320,000 compounds, 2.4% hits. AID 485313;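 note: % of control where 0% means no effect; nearly all actives have a fitted effect of over 60% in size; reporter is driven by a mutant NPC1 promoter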
#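 Luminescence from an NPC1 promoter-driven luciferase reporter in stably transfected Huh7 cells was measured after 24 h compound treatment at 37 °C, followed by 10 min ambient incubation with luciferase detection reagent.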
# FLuc counter = inhibits or activates purified firefly luciferase, miR-21 counter-screen; P08659; purified FLuc, Km substrates, luminescence inhibition; Potency, µM (series often up to 57.5 µM), without a hit: at the top dose activity change, negative = inhibition, usual class: inhibitors; 360,000 compounds, 6.9% hits;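 note: plate controls were vehicle for no effect and reference inhibitor for full effect; nearly all actives have a fitted effect of over 55% in size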
#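 Purified P. pyralis luciferase, 10 nM final, with Km-level 10 uM D-luciferin and 10 uM ATP in 50 mM Tris acetate pH 7.5, 10 mM Mg acetate, 0.01% Tween-20, 0.05% BSA; 6-point qHTS titration about 60 µM downward; luminescence read.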
# RORg inh = inhibitors of mouse ROR gamma transcriptional activity; P51450; Drosophila S2 Gal4-RORgamma UAS-luciferase reporter, 20 h; Potency, µM (series often up to 53.6 µM), for inactives: top-dose activity change, negative = inhibition, usual class: inhibitors; 310,000 compounds, 5.4% hits; AID 2551; note: % is set by controls: 0 for no effect and ±100 for the full control effect; nearly all actives have a fitted effect of over 60% in size
#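 Using a luciferase readout, inhibitors were identified by reduced reporter activity in Drosophila cells coexpressing a copper-inducible Gal4–ROR gamma fusion and UAS-driven Photinus luciferase, incubated 20 hr after 700 uM copper sulfate.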
# Rab9 promoter act = activates the Rab9 promoter; Huh7 Rab9 promoter-luciferase reporter, luminescence, 24 h; Potency, µM (series often up to 9.22 µM), for the others: at the top dose activation, negative = inhibition, most hits filed as activators; 320,000 compounds, 2.8% hits; AID 485297; note: % of control where 0% means no effect; nearly all actives have a fitted effect of over 60% in size
#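 Huh7 cells stably carrying a Rab9 promoter-luciferase reporter, 1500 cells per well in OP-MEM I with 10% FBS, treated with compound 24 hours at 37C. Luciferase activity read by luminescence after 10 minutes with Amplite reagent.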
# The depositor's hits bear a star; ? = inconclusive; nt = not tested or not shown; [ ] = dose if it differs, or a comment. Unless noted, calls come from the whole dose curve; as a rule, active = well fitted curve in the direction sought with a large enough effect; inconclusive = small, poorly fitted or top-dose-only effect, or another doubt; inactive = no such curve, though single readings can be large; an effect the other way counts as inactive or inconclusive. Potency is the fitted concentration of half-maximal effect. An excerpt (hit frequency here may not be typical).
molecule,uPA surface inh,ELG1 genotoxic,p53 reactivation,CXXC DNA block,VP16 counter,BRCA1 expr act,MBNL1 CUG block,NPC1 prom act,FLuc counter,RORg inh,Rab9 promoter act
Cc1noc(C)c1COc1cccc(C(=O)OCCOc2ccc(F)cc2)c1,9.3%,-3.9%,11.6%,-0.7%,-5.2%,13.6%,-1.1%,2.1%,-15.8%,11.7%,-7.0%
O=c1c2c3c(sc2nc2n1CCCS2)CCCC3,-5.5%,26.5%,27.7%,7.5%,-5.7%,100.4%,0.9%,?,19µM*,30.2%[10 µM],?
O=C(Nc1ccc(C(=O)NC2CCCCC2)cc1)c1cncc(Br)c1,-3.6%,1.2%,0.2%,-4.4%,-4.7%,2.9%,-5.6%,-2.8%,-0.4%,0.8%,-6.8%
COc1cccc(C(=O)N2CCN(C3CCC(c4ccccc4)CC3)CC2)c1OC (configuration not stated),-6.9%,-5.7%,9.1%,7.1%,3.3%,-15.8%,6.4%,2.6%,0.9%,12.8%,-5.4%
CC1(C(=O)O)CCC(C(=O)Nc2ccc3ccccc3c2)C1(C)C (configuration not stated),-2.1%,0.5%,-0.8%,5.6%,3.5%,-14.6%,1.1%,-0.9%,-15.0%,3.1%,5.1%
COc1ccccc1-c1cn[nH]c1-c1ccc(O)cc1O,8.0%,-8.3%,-2.0%,3.3%,?,-20.7%,0.0%,-1.2%,-2.2%,?,-8.0%
CCN(CCCNC(=O)CCCCn1c(=O)[nH]c2ccccc2c1=O)c1ccccc1,-3.5%,-4.5%,-10.6%,-7.1%,-3.4%,-21.9%,-1.2%,-0.3%,2.7%,?,12.3%
COC(=O)Cn1c(-c2ccc(OC)cc2)c(-c2ccc(OC)cc2)nnc1=O,14.8%,-0.5%,nt,-14.4%,-22.7%,12.1%,?,-2.1%,?,-27.7%,-0.2%
CCOC(=O)N1CCC(NC(=O)C(CC(C)C)NC(=O)C2CCCCC2)CC1 (configuration not stated),2.9%,-0.6%,-1.2%,6.3%,-4.2%,-4.2%,-1.0%,-4.1%,-1.1%,-5.5%,-2.3%
NC(N)=NC(=S)Nc1ccc(Cl)cc1,0.3%,10.3%,4.3%,3.4%,?,102.8%,-1.4%,?,?,?,?
O=C1ON=C(c2ccccc2)/C1=C/c1ccc(O)c(O)c1,?,?,3.1%,-19.6%,?,-31.7%,?,-6.9%,?,?,-8.3%
O=C1N(c2ccccc2)C2CS(=O)(=O)CC2N1c1ccc(Cl)c(Cl)c1 (configuration not stated),-7.7%,-0.9%,-0.4%,11.4%,12.2%,1.8%,-11.0%,1.6%,-16.8%,15.7%,-2.5%
COc1ccccc1NC(=O)C(C)OC(=O)CC1CCCCC1 (configuration not stated),11.5%,-1.1%,-3.1%,nt,nt,5.2%,nt,4.4%,0.6%,nt,2.4%
COC(=O)c1sccc1N(C)S(C)(=O)=O,-2.5%,-0.8%,7.8%,-17.6%,5.9%,-15.0%,-11.4%,-0.2%,-0.5%,4.9%,-3.4%
CCOc1ccc(/C=N/N(C)c2ccccc2)cc1OC,4.1%,4.61µM*,?,-13.5%,-9.7%,4.47µM*,25.0%,?,4.78µM*,29.6%,3.16µM*
CCCc1nc2c(=O)[nH]c3ccccc3c2o1,-0.4%,1.8%,6.3%,-0.5%,5.5%,18.8%,-3.0%,-4.9%,3.4%,28.0%,-7.0%
CCOC(=O)c1cccc(NC(=O)CSc2nncn2-c2ccccn2)c1,2.0%,-6.5%,-1.4%,-1.7%,-10.9%,3.9%,-2.7%,-2.9%,1.2%,43.1%,6.3%
CCc1c(O)nc2ccccn2c1=O,-4.4%,0.3%,-3.2%,6.9%,-1.8%,-27.6%,nt,-1.2%,2.4%,-3.8%[10 µM],-6.3%
CC(C)/C=N/Nc1nc(-c2ccc(Br)cc2)cs1,6.4%,?,?,11.8%,-27.8%,42.7%,-5.3%[11.5 µM],?,7.57µM*,?,?
CCn1c(=O)c([N+](=O)[O-])c(NCCc2ccccc2)c2ccccc21,-5.0%,-16.5%,-9.3%,12.6%,-13.8%[0.365 µM],-36.1%,28.5%,0.6%,-9.2%,-15.4%,-2.7%

# Not a retest: two of the compounds above.
molecule,uPA surface inh,ELG1 genotoxic,p53 reactivation,CXXC DNA block,VP16 counter,BRCA1 expr act,MBNL1 CUG block,NPC1 prom act,FLuc counter,RORg inh,Rab9 promoter act
CC(C)/C=N/Nc1nc(-c2ccc(Br)cc2)cs1,6.4%,?,?,11.8%,-27.8%,42.7%,-5.3%[11.5 µM],?,7.57µM*,?,?
CCn1c(=O)c([N+](=O)[O-])c(NCCc2ccccc2)c2ccccc21,-5.0%,-16.5%,-9.3%,12.6%,-13.8%[0.365 µM],-36.1%,28.5%,0.6%,-9.2%,-15.4%,-2.7%

# Later entries:
molecule,uPA surface inh,ELG1 genotoxic,p53 reactivation,CXXC DNA block,VP16 counter,BRCA1 expr act,MBNL1 CUG block,NPC1 prom act,FLuc counter,RORg inh,Rab9 promoter act
CC1(c2ccccc2Br)NC(=O)N(CC(=O)NC2CCCCC2)C1=O (configuration not stated),-17.8%,0.0%,-12.3%,nt,nt,4.8%,nt,-3.9%,3.1%,nt,-0.3%
COc1cc(NC(=O)c2cc(S(=O)(=O)N3CCCCC3)c[nH]2)cc(OC)c1,19.4%,1.0%,10.5%,27.0%,2.2%,-3.5%,6.3%,-5.1%,-0.1%,-14.3%,3.5%
CS/C(Nc1cc(Cl)ccc1Cl)=C(/C#N)C(=O)c1ccco1,-11.5%,20.6µM*,5.5%,-25.1%,14.1µM*,-9.2%,5.8%,?,2.13µM*,10µM*,?
O=C(CC1C(=O)NCCN1Cc1ccc(-c2ccccc2)cc1)NCCCn1ccnc1 (configuration not stated),-8.8%,-1.7%,-1.3%,-12.9%,6.8%,0.2%,-0.4%,-1.2%,4.0%,3.8%,-5.5%
CC(C)CC1(C)NC(=O)N(CCN2C(=O)c3ccccc3C2=O)C1=O (configuration not stated),6.2%,0.3%,-15.0%,-4.2%,-8.0%,-0.6%,5.1%,-5.2%,0.8%,-1.5%,-1.2%
COc1ccc(-c2c[n+]3c4n2CCCCC4=C(c2ccccc2)C3)cc1,-14.3%,-4.0%,-0.1%,13.2%,-8.5%,-68.7%,13.3%,0.4%,0.0%,37.4%,-0.5%
Cn1c(=O)c2c(ncn2CCOc2ccc(F)cc2)n(C)c1=O,1.2%,-16.9%,5.3%,4.9%,?,-31.6%,-4.1%,-7.7%,-2.0%,?,-2.7%
CC(C)Nc1nnc(SCC(=O)N2CCN(C(=O)c3ccco3)CC2)s1,0.5%,2.2%,-5.2%,nt,nt,-5.7%,nt,0.3%,10.0%,nt,-3.6%
CCn1cc(C(=O)NCCCN2CC(C)CC(C)C2)c(=O)c2cc(S(=O)(=O)N(C)C)ccc21 (configuration not stated),?,3.3%,-4.2%,4.9%,1.1%,4.3%,-0.2%,2.6%,6.2%,9.8%,0.7%
COCCCNC(=O)CCS(=O)(=O)Cc1ccc(C)cc1,-6.5%,-0.3%,2.3%,-1.8%,-3.4%,22.1%,-8.9%,-1.7%,3.3%,-0.3%,-1.0%
O=S(=O)(c1cccs1)N1CCN(CCOc2ccccc2)CC1,3.4%,-6.3%,-4.4%,nt,nt,0.7%,nt,1.2%,-0.7%,nt,?
O=C(NC1CCCCCCC1)C1c2ccccc2C(=O)N1Cc1ccco1 (configuration not stated),nt,1.4%,-14.7%,-5.8%,2.1%,-17.3%,13.9%,0.1%,2.2%,-2.6%,2.9%
CC1=NN(C(=O)c2ccco2)C(O)(c2ccccc2)C1 (configuration not stated),1.7%,0.2%,-0.5%,-0.2%,6.31µM*,-4.8%,nt,1.2%,3.0%,1.78µM*,-0.9%
CCOc1ccc(S(=O)(=O)Nc2cccc(C(=O)N3CCN(C(C)=O)CC3)c2)cc1,0.9%,2.4%,-1.3%,nt,nt,-2.6%,nt,0.0%,15.2%,nt,0.6%
COc1ccc(N=C2SC(C(=O)N3CCN(c4ccc([N+](=O)[O-])cc4)CC3)CC(=O)N2C)cc1 (configuration not stated),-18.6%,-16.0%,-1.0%,0.7%,-8.7%,-18.4%,14.1%,-6.5%,2.4%,21.6%,-9.9%
O=C(CSc1nnc(C2CCCCC2)o1)N1CCCCC1,-0.1%,?,9.4%,3.2%,25.1%,?,1.8%,20.1%,-13.3%,17.7%,26.8%

# High-throughput results from PubChem.
